Screening data deposited in PubChem by several laboratories.
PfHsp90 yeast 2 = growth inhibition of yeast expressing Plasmodium Hsp90; 0.32% of 310,000 active; inhibition, % at 9.4 µM; S. cerevisiae expressing PfHsp90, BacTiter-Glo ATP, 48 h; yeast lacking PDR1 and PDR3 efflux regulators;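 active = every replicate shows inhibition above about 80%, whatever the replicate mean, limit read from the data; inconclusive = mean inhibition reaches the set limit but some replicate falls short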;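 also: 0% = DMSO neutral controls and 100% = 20 µM radicicol positive controls; yeast relying on Plasmodium falciparum Hsp90 in place of its own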
LANA DNA inh = blocks KSHV LANA C-terminal domain binding to DNA | MBP-C-LANA/FAM-LBS DNA binding, fluorescence polarization | inhibition, % at 9 µM | 0.078% of 340,000 active | AID 504423;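 active = highest replicate inhibition at or above 60% at 9 µM, even if other replicates fall short; inactive = all replicates below 60% inhibition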;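 also: 0% = neutral control wells and 100% = 4 µM acridine orange control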
Rtt109 Vps75 = inhibitors of Candida albicans Rtt109/Vps75 histone acetyltransferase; Q5AAJ8; purified Rtt109/Vps75, ThioGlo CoA-SH fluorescence, 4 h; inhibition, % at 34.9 µM; 0.16% of 330,000 active;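 active = inhibition of at least 50% in every replicate; inconclusive = best replicate reaches 50% inhibition but some replicates fall short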
Target sequence (Q5AAJ8 whole entry, looked up): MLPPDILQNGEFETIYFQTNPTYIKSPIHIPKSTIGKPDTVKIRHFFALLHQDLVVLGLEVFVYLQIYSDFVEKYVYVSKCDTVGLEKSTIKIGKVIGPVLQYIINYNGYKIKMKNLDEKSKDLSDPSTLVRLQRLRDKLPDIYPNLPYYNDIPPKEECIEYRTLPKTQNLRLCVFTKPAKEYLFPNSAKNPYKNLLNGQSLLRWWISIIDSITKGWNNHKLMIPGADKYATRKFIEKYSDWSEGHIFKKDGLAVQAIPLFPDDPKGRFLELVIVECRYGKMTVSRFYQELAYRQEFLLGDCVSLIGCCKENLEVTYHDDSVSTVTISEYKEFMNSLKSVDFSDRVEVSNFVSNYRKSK
SUMO Mot1 rescue = blocks SUMOylation pathway, rescuing yeast Mot1-301 growth. S. cerevisiae Mot1-301 growth rescue, ATP luminescence, 38.5C; percent above DMSO median, 100 means doubled. growth rescue, % at 18.8 µM. 1% of 320,000 active;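 active = every valid replicate shows activation above 250% relative to neutral control wells; inactive = the rest, any valid replicate at or below 250%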;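 also: OY570 slx delta 5 strain wells were the positive control but not used for scaling; some compounds called inactive have numbers as strong as hits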
Keap1 Nrf2 FP = Keap1-Nrf2 (human) interaction inhibition | Q14145 | Keap1 Kelch-Nrf2 peptide fluorescence polarization, 1536-well | inhibition, % at 9.4 µM | 0.15% of 340,000 active; in the data active = inhibition above about 12%; inconclusive = no clear call, values can overlap the other calls; inactive = below about 7.3%;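 also: human Keap1 Kelch domain with fluorescein labeled Nrf2 9mer peptide probe; 0% = neutral control wells and 100% = peptide positive control; higher means more block of Keap1 binding to Nrf2 peptide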
dFosB activator = mouse delta FosB homodimer activation | AID 493131 | P13346 | 0.99% of 340,000 active | activation, % at 25 µM | purified delta FosB, TAMRA-CDK5 oligo fluorescence polarization; percent of positive-control signal above neutral wells;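 active = mean activation above about 17%, with every replicate also reaching it, limit read from the data, passing the limit was not always enough; inconclusive = only one of the two conditions met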;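 also: fluorescence polarization rise as delta FosB binds a TAMRA Cdk5 AP-1 oligo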
NSD2 inh = blocks human histone methyltransferase NSD2. O96028. NSD2 peptide methylation, AlphaScreen, 120 min. inhibition, % at 12.5 µM. 0.54% of 310,000 active. AID 743445; in the data active = inhibition above about 50%
PvdQ acylase = blocks Pseudomonas aeruginosa PvdQ acylase activity; purified PvdQ acylase, fluorescence plate reader; AID 488965; inhibition, % at 10 µM; 0.063% of 340,000 active; in the data active = inhibition above about 30%, passing the limit was not always enough; inconclusive = no clear call, values can overlap the other calls;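 also: 0% = vehicle neutral wells and 100% = reference inhibitor wells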
RTF Ca sens inh = cardiac RTF calcium desensitization | IANBD-labeled cardiac RTF, Ca2+ fluorescence | AID 493244 | inhibition, % at 7.15 µM | 0.12% of 340,000 active | P19429+P45379;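 active = inhibition above the mean inhibition of all tested compounds plus 3 SD, cut at about 17% in these data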;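 also: assay run at fixed EC70 calcium of 1.6 mM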
CDK5 p35 inh = CDK5/p35 (human) kinase inhibition | Q00535+Q15078 | Recombinant CDK5/p35, ADP-Glo luminescence, 60 min | inhibition, % at 10 µM | 0.01% of 330,000 active;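 active = highest replicate inhibition of at least 50% and at least 75% of replicates reaching 50%; inconclusive = only one of the two criteria met; inactive = both criteria failed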;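 also: plate controls were DMSO neutral control for no effect and GW8510 at 10 µM for full effect; many of its hits are not listed in these tables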
Target sequence (Q00535 whole entry, looked up): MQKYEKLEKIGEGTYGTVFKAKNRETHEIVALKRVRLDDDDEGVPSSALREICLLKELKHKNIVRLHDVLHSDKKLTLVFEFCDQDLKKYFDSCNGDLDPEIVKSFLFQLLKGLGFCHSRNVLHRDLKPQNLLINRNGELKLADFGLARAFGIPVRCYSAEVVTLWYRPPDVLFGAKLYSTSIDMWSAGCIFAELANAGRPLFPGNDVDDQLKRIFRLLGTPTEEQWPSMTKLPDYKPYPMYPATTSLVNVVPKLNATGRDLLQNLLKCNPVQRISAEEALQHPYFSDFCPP
Target sequence (Q15078 whole entry, looked up): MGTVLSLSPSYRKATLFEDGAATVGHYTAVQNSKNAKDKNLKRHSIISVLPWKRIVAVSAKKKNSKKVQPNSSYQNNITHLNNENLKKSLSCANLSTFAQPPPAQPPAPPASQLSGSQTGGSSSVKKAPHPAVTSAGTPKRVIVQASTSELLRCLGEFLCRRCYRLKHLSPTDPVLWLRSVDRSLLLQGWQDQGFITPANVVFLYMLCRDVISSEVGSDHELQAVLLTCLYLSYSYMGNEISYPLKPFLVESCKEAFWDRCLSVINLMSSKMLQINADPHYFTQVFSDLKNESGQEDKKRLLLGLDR
RTF Ca sens act = cardiac RTF calcium sensitization; P19429+P45379; IANBD-labeled TnC RTF fluorescence at EC20 calcium; 0% EC20 calcium, 100% full calcium; activation, % at 7.2 µM; 0.24% of 340,000 active;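 active = activation above the mean over all tested compounds plus 3 SD, cut at about 30% in these data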;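 also: rise in fluorescence read as greater calcium sensitivity of cardiac thin filaments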
* = called active by the depositor; ? = inconclusive; . = not tested or not shown. Compounds were not picked by outcome; 3.2% or so of the library scored in one or more.

Results follow in this order: PfHsp90 yeast 2	LANA DNA inh	Rtt109 Vps75	SUMO Mot1 rescue	Keap1 Nrf2 FP	dFosB activator	NSD2 inh	PvdQ acylase	RTF Ca sens inh	CDK5 p35 inh	RTF Ca sens act
O=C(O)c1cccc(Nc2nc3ccccc3nc2NS(=O)(=O)c2ccc(F)cc2)c1
 : 11	3.0	13	-7	-4	-6	2	12	-3	0.2	-5
Cc1cccc(C)c1NC(=O)CNC(=O)c1ccc(S(=O)(=O)NCc2ccco2)cc1
 : -4	-0.3	-16	-10	-2	-7	0	-6	-6	-0.1	-1
COc1ccc(CCN2C(=O)CS/C2=N/NC(=O)c2ccccc2F)cc1OC
 : 33	-1.7	.	3	-1	0	-4	5	-8	-1.0	-5
Cc1ccc(-c2onc(C)c2C)cc1S(=O)(=O)N1CCOc2ccccc21
 : 6	-1.6	-2	-4	-2	-5	-3	-14	-2	-1.6	-4
CC(Sc1nc2cc([N+](=O)[O-])ccc2n1-c1ccc(F)cc1)C(=O)NCc1ccc2c(c1)OCO2 (centres undefined)
 : -4	0.4	0	14	-3	-18	1	0	10	-1.9	-8
COc1ccc(C(=O)OCCc2sc[n+](CC(=O)c3ccccc3)c2C)cc1
 : -1	-0.4	21	-12	-1	-8	7	-6	-4	1.0	-2
CCN(C(=O)COC(=O)c1ccc([N+](=O)[O-])o1)c1cccc2ccccc12
 : 16	4.6	18	35	1	-7	-1	7	0	0.5	-2
Nc1cc(-c2ccc(Cl)cc2)nn1S(=O)(=O)c1cccc2nsnc12
 : 23	-1.5	9	-7	2	0	.	-3	-4	-2.3	-1
CC(C)CC(=O)NC(=S)Nc1ccccc1F
 : 14	-0.6	0	-25	-1	-2	-1	-4	-4	0.4	-4
CCOC(=O)/C(N=Nc1ccc(Cl)cc1)=C(/O)c1ccc([N+](=O)[O-])cc1
 : 2	-1.6	-2	-6	3	2	-4	1	5	0.0	3
O=C(Nc1ccc(Cl)cc1)c1cc2nc(C3CC3)cc(C(F)(F)F)n2n1
 : -11	-0.3	3	-3	0	-9	-4	-9	-7	-1.1	1
CCOc1ccc(/C(O)=C2\C(=O)C(=O)N(CCN(C)C)C2c2cccc(OC)c2OC)cc1Cl (centres undefined)
 : 9	0.4	9	326	2	-1	9	-10	-7	-0.8	4
Cc1[nH]oc(=O)c1N=Nc1ccc2[nH]c(=O)[nH]c2c1
 : -3	0.7	6	19	1	2	.	0	0	-2.7	-5
CCOC(=O)C(O)(CC(=O)Nc1cc(F)ccc1C)C(F)(F)F (centres undefined)
 : 2	0.4	6	202	-3	4	.	6	14	0.2	-3
Cc1cc(C)cc(NC(=O)CCC(=O)Nc2cc(C)on2)c1
 : -23	1.3	-5	-9	2	1	-2	-6	-5	0.6	7
CCn1c(C)cc(O)c(C(=O)Nc2cccc(Cl)c2)c1=O
 : -6	3.6	26	0	-7	-16	0	15	-9	2.3	1
CN(C)c1ccc(N2[C@@H](CC(=O)O)c3cc(C(F)(F)F)ccc3S2(=O)=O)cc1
 : .	4.1	-13	-13	0	0	.	-4	1	1.7	-1
Cc1ccc(OCC(=O)NNC(=O)CSc2nnc(-c3ccc(C)cc3)n2C)cc1
 : 0	1.1	-4	8	-2	-2	-1	-16	11	0.4	7
O=C(/C=C/c1cccs1)N1CCN(Cc2ccc3c(c2)OCO3)CC1
 : 5	2.7	-29	7	-4	-3	2	8	-1	2.6	4
CCO[C@@H]1OC(C(=O)NCc2nc3ccccc3[nH]2)=C[C@H](c2ccc(C(F)(F)F)cc2)[C@H]1CCCO
 : -26	1.8	3	-1	-8	-3	.	-1	5	1.2	1
CN(Cc1cn(-c2ccccc2)nc1-c1ccc2c(c1)OCO2)Cc1nccn1C
 : 6	-1.6	.	-6	-1	-5	5	8	0	1.5	-2
Cc1ccc(NC(=O)CSCC(=O)Nc2cc(Cl)ccc2N2CCN(C)CC2)cc1
 : 26	-0.8	30	-11	-2	-9	2	6	8	-0.6	-2
CCN(C(=O)CSc1ncccc1C(=O)Oc1cccc([N+](=O)[O-])c1)c1cccc(C)c1
 : 31	0.6	0	-1	0	-5	-2	-11	-9	-0.5	1
C[C@@H]1NC(=O)[C@@]2(C)[C@@H](c3ccccc3)[C@H]3COc4ccc(Cl)cc4[C@@H]3N2C1=O
 : 0	-1.4	2	-6	3	7	.	-14	-5	1.8	10
CC1(C)C/C(=N\NC(=S)Nc2ccccc2F)c2cc(O)ccc2O1
 : 13	0.4	6	-9	-6	-5	-1	-4	0	-1.5	2
O=C(Cn1cnc2c(cnn2-c2ccc(F)cc2)c1=O)N1CCN(c2ccccc2)CC1
 : -24	-1.1	-9	.	-3	1	-2	-6	13	-0.3	-1
c1ccc(-c2nn(-c3ccccc3)[n+](-c3ccccc3)n2)cc1
 : 23	0.6	12	.	1	2	1	-10	-6	0.8	2
CN1CC(=O)N(CC(=O)Nc2ccc(OCc3ccccc3)cc2)C1=O
 : 2	-0.5	4	-7	0	-9	3	12	-9	-0.1	3
Cc1ccc(C(=O)COC(=O)CNC(=O)c2cccs2)cc1
 : 2	0.4	-2	.	-1	1	-6	-16	-7	3.7	4
N#CC(C(=O)C12CC3CC(CC(C3)C1)C2)c1nc2ccccc2[nH]1 (centres undefined)
 : -30	-0.7	8	.	5	0	2	9	-4	-2.5	-6
CCCCCCCCCCn1c2c(c(=N)c3c1CCC3)CCC2
 : 7	-1.2	77*	-41	0	-6	.	-2	6	0.5	1
O=C(CSc1nnc(-c2ccco2)o1)Nc1ccccc1Cl
 : 9	1.0	12	9	-1	-5	-3	-15	-8	0.2	2
O=c1c(O[C@H]2O[C@@H](CO)[C@H](O)[C@@H](O)[C@@H]2O)c(-c2ccc(O)cc2)oc2cc(O)cc(O)c12
 : 0	1.2	13	-3	-3	-5	.	-15	9	-0.2	2
CC(C)N(C(=O)[C@H]1CC(CC(=O)NC(C)(C)C)C(=O)N2CCc3c([nH]c4ccccc34)[C@]12C)C(C)C (some centres undefined)
 : 21	-0.6	11	35	0	-11	.	4	3	0.1	-2
CS(=O)(=O)N1CCC(C(=O)NCc2ccc(Cl)cc2)CC1
 : 10	-0.1	-2	0	0	0	2	-14	-8	-0.9	5
CCCS(=O)(=O)N1CCC(C(=O)NCc2ccc3c(c2)OCO3)CC1
 : 12	1.5	18	26	-4	-7	-1	-9	0	-1.8	5
COc1nc(Nc2ccc([N+](=O)[O-])cc2)nc(NC2CCCCC2)n1
 : -16	0.4	.	4	-2	29*	-1	2	12	0.2	-10
O=C(CSCc1ccc(Br)cc1)Nc1ccccc1C(=O)N1CCOCC1
 : -17	-2.7	0	1	-4	-11	-4	-6	-6	0.0	-5
CCOC(=O)C1CCN(C(=O)COC(=O)c2nn(C)c(=O)c3ccccc23)CC1
 : 4	0.0	2	-9	-2	-3	-2	15	-1	1.4	-1
CCC(C)NC(=S)Nc1ccc(F)cc1 (centres undefined)
 : 2	0.0	-6	-3	-4	3	7	-14	-8	0.1	-2
CCc1nc(SCC(=O)N2CCC(C)CC2)c2c(=O)n(C)c(=O)n(C)c2n1
 : 40	1.7	0	-5	-2	-3	.	5	0	2.0	-1
CN1C(=S)SC(C)(NO)C1(C)C (centres undefined)
 : .	1.2	.	-9	0	-4	-3	6	-1	-2.1	3
COc1cc2[nH]c(=O)n(Cc3ccccc3Cl)c(=O)c2cc1OC
 : -17	-1.0	-8	-15	4	?	-1	0	8	-0.8	5
COc1ccc(S(=O)(=O)N2CCCN(CCC(=O)Nc3cccc(C(F)(F)F)c3)CC2)cc1
 : 1	0.4	-2	-1	4	-11	4	-8	-1	-2.1	-3
Clc1ccc(-c2csc(N/N=C/c3ccc4c(c3)OCO4)n2)cc1
 : -9	-2.3	-3	131	-1	-6	-3	-3	0	0.8	1
Cc1cc(C)nc(NC2=N[C@@H]3CCCC[C@H]3N2C(=O)Nc2cc(Cl)cc(Cl)c2)n1
 : 0	1.3	0	.	1	-1	-1	-2	-5	0.3	-2
Cc1ccc(C(=O)N2C(=S)C(c3ccc(F)cc3)=NC23CCN(C)CC3)cc1
 : 29	17	-7	20	-3	-4	3	-4	7	1.3	-3
O=S(=O)(Nc1ccncc1)c1ccc(Cl)cc1
 : .	1.5	-6	7	-1	0	-3	-3	0	-0.6	-4
COc1ccccc1NC(=S)NC(NC(=O)CC(C)C)C(Cl)(Cl)Cl (centres undefined)
 : -9	2.7	-5	161	0	1	-3	-13	-1	0.1	5
COP(=O)(OC)C(NC(=O)Nc1ccccc1)c1ccccc1 (centres undefined)
 : -6	-9.7	-6	1	1	6	-3	4	-1	0.6	1
COc1ccc(S(=O)(=O)N2CCCCC2)cc1NC(=O)c1ccc(=O)[nH]c1
 : 21	-0.6	2	-3	-5	-16	0	-6	-19	-2.8	13
CC1(C)NC(=O)N(CC(O)COc2ccccc2[N+](=O)[O-])C1=O (centres undefined)
 : -13	1.2	-4	-12	-3	1	-1	-7	.	-0.8	.
Cc1nn(-c2ccccc2)c(C)c1/C=N/NC(=O)CSc1nnc(SCc2ccccc2Cl)s1
 : -4	-0.5	-9	-7	-1	2	2	-4	-31	-0.7	3
CCCCC[C@H](O)/C=C/[C@@H]1[C@@H](C/C=C\CCCC(=O)O)[C@H]2CO[C@@H]1C2
 : 1	-1.0	24	-6	-2	1	.	4	3	0.9	0
Cc1cc(C)n2nc(C(=O)N3CCOCC3)nc2n1
 : .	-1.0	4	41	1	-2	-9	-4	-3	1.1	8
Cc1ccc(CNC(=O)C2CC(=O)N(C3CCCCCCC3)C2)cc1 (centres undefined)
 : -16	0.1	-3	4	1	-13	-1	-14	3	1.0	6
COCCn1c(C)cc(C(=O)CSc2ncnc3sc4c(c23)CCC4)c1C
 : -8	-1.4	-5	.	-3	-2	-4	-6	-3	1.1	0
Cc1sc2ncnc(SCC(=O)Nc3nc(-c4ccc(F)c(F)c4)cs3)c2c1C
 : 18	0.2	0	-3	3	-7	1	15	-6	-0.2	5
COc1ccc(-c2nnc(SCC(=O)c3ccc[nH]3)n2-c2ccccc2)cc1
 : 0	3.0	-2	-6	-6	-4	-5	-31	-14	-3.2	16
CC(C)NC(=O)c1onc(CSc2ccc(F)c(F)c2)c1C(=O)O
 : 5	4.2	3	-18	-2	6	.	1	-8	0.8	3
Nc1nnnn1/N=C/C=C/c1ccccc1
 : -4	1.6	-3	.	-1	-7	-4	-13	-3	-0.4	4
COc1ccc(C(CNC(=O)CCNS(=O)(=O)c2ccc(Br)cc2)N2CCOCC2)cc1 (centres undefined)
 : 9	-0.3	-3	.	-4	-1	-2	-18	-2	0.1	-3
O=c1[nH]cnc(O)c1C(c1ccc([N+](=O)[O-])cc1)c1c(O)nc[nH]c1=O
 : 9	-2.4	-2	46	-2	-7	0	-9	-11	1.0	-4
